Source: PubChem BioAssay (several laboratories)
sEH activator = activators of human soluble epoxide hydrolase | activation, % at 2 µM | 0.04% of 91,000 active | P34913 | AID 717 | purified human sEH enzymatic activity, activator screen; in the data active = activation above about 37%; also: values of inactives mirror those of a sister screen read the other way
Candida biofilm = kills Candida albicans biofilms. C. albicans biofilm + clotrimazole, Alamar Blue. inhibition, % at 6 µM. 0.14% of 85,000 active;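 active = inhibition above 20%; inactive = inhibition below 20%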;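 also: preformed 24 hr biofilms exposed to compound for 48 hr; 0% = biofilm without compound and 100% = blank killed by clotrimazole plus chlorhexidine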
CD11b adhes inh = blocks human CD11b/CD18 adhesion to fibrinogen | P05107+P11215 | K562 CD11b/CD18 adhesion to fibrinogen, ATPlite luminescence; Mn2+ added to activate the integrin | inhibition, % at 10 µM | 0.54% of 93,000 active;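 active = primary inhibition of 50% or more at 10 µM, then 40% or more on retest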; also: some results filed as inactive read as strong as hits
Smad3 FoxH1 inh = Smad3 (human) transcription factor binding inhibition. 0.29% of 88,000 active. TR-FRET Smad3/Dy647-FoxH1 peptide binding, europium anti-His. inhibition, % at 25 µM;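 active = compounds that reduce the energy-transfer binding signal between the protein and its labelled peptide by more than half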;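 also: 0% = Smad3 plus labelled peptide maximal FRET and 100% = peptide-only background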
Target sequence (P84022 whole entry, looked up): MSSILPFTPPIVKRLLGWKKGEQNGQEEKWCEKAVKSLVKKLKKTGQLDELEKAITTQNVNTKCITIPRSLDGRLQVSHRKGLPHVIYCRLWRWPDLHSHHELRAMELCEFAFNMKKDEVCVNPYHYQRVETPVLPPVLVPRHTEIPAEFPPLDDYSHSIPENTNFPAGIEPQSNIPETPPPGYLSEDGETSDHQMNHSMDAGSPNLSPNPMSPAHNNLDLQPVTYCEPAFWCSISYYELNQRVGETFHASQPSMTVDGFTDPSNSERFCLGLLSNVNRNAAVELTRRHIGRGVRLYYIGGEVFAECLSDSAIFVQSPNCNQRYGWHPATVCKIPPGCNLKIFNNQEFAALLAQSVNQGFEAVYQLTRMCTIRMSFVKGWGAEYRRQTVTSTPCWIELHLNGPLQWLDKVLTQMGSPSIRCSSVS
CD11b adhes enh = CD11b/CD18-fibrinogen binding enhancement; P05107+P11215; K562 CD11b/CD18 adhesion to fibrinogen, ATPlite luminescence; activation, % at 10 µM; 0.07% of 93,000 active;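 active = 10 µM primary screen giving 50% or more activity, confirmed by 40% or more on retest at that dose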; also: strong numbers were not always called active; reference of the scale not given here
ERa SRC1 pot = ER-alpha (human) coactivator binding potentiation; P03372; AID 639; 1.3% of 86,000 active; coactivator binding (% of control), % at 25.6 µM; TR-FRET ERalpha-LBD/SRC-Cy5 coactivator binding, 2 h; 100 = basal binding, no effect; in the data active = activity above about 200%;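 also: binding measured in presence of low estradiol as agonist stimulus; 0% = peptide alone without receptor and 100% = receptor with peptide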
Target sequence (P03372 whole entry, looked up, the tested form may be a part): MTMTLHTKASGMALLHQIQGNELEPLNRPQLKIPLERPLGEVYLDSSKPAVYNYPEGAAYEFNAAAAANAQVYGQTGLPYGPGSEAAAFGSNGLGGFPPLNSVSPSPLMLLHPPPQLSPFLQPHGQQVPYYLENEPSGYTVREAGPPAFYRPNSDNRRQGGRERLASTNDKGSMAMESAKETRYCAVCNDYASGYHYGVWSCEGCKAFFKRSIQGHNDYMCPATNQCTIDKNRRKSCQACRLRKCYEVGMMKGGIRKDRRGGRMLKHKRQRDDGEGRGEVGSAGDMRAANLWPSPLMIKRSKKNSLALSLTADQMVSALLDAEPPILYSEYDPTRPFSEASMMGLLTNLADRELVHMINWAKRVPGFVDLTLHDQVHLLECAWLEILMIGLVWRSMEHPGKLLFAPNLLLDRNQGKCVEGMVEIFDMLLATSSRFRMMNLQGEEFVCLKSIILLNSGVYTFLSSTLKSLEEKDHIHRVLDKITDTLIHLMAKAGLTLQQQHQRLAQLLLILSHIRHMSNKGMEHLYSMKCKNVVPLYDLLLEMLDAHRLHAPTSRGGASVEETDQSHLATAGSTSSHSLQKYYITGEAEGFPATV
ERb coact inh = ER-beta (human) coactivator binding inhibition | 1.3% of 86,000 active | inhibition, % at 25.6 µM | TR-FRET ER-beta LBD / SRC1-Cy5 peptide binding; receptor agonist-loaded with 1 µM estradiol | Q92731;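 active = compounds whose percent inhibition of the receptor-coactivator binding signal exceeds about 50% in the single-dose screen, limit read from the data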;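 also: 0% = receptor plus peptide wells without compound and 100% = peptide-only wells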
MT1-MMP txn act = MT1-MMP promoter transcription activation; HT1080 MT1-MMP promoter luciferase reporter, luminescence, overnight; active compounds read high; activation factor at 10 µM; 0.16% of 86,000 active; AID 750;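 active = activation factor of at least 2 for MT1-MMP transcription at 10 µM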
sEH inh = soluble epoxide hydrolase (human) inhibition; 0.34% of 91,000 active; recombinant human sEH enzymatic activity assay; inhibition, % at 2 µM; AID 707; P34913; in the data active = inhibition above about 80%; also: values of inactives mirror those of a sister screen read the other way; many of its hits are not listed in these tables
An asterisk follows results filed as active; . = no result given; [ ] = another dose, or the depositor's remark. These rows are one share of the data. The share of hits here may be higher or lower than overall.

cpd	SMILES	MT1-MMP txn act	sEH inh	ERa SRC1 pot	CD11b adhes enh	sEH activator	Smad3 FoxH1 inh	ERb coact inh	CD11b adhes inh	Candida biofilm
1	CCN(CC)CCNC(=O)c1ccc(NC(C)=O)cc1	0.9	.	115	.	.	-6	-3	.	6
2	CC(C)CCNC(=O)c1ccc2c(c1)ncn2C1CCCCC1	1.1	11	99	-2	-12	1	12	2	7
3	CCOCCCNS(=O)(=O)c1ccccc1	1.1	12	97	2	-14	1	2[fluorescence artefact?]	-16	1
4	Cc1c(NC(=O)CSc2nc3c(cnn3-c3ccccc3)c(=O)[nH]2)c(=O)n(-c2ccccc2)n1C	1.4	.	103	.	.	-4	12	.	2
5	Cc1ccc2oc(C(=O)NCc3ccc4c(c3)OCO4)c(C)c2c1	1	8	120	-2	-10	5	-4[fluorescence artefact?]	35	10
6	CCCNC(=O)c1nc2ncc(Br)cn2n1	1	.	99	-6	.	0	6	1	5
7	COc1ccc2c(CC(=O)N(C)CC3COc4ccccc4O3)coc2c1 (stereo unspecified)	1.1	-15	100	-4	12	5	7	13	5
8	Cc1ccc(CNc2ncnc3cc(Cl)ccc23)o1	1.2	-2	98	0	0	13	-20	0	3
9	CCOC(=O)c1cc2c(=O)n3ccccc3nc2n(CC2CCCO2)c1=NC(C)=O (stereo unspecified)	.	11	96	-2	-11	13	2	-5	1
10	C=CCNc1cc(C)oc(=O)c1C(=O)CCC	1	-8	126[fluorescence artefact?]	2	4	4	-5[fluorescence artefact?]	-22	7
11	CC(=O)c1cccc(NC(=O)c2cc3nc(C)cc(C)n3n2)c1	1.3	-2	70[fluorescence artefact?]	0	5	-14	20[fluorescence artefact?]	-4	-1
12	CCN(c1ccc(NC(=O)COC(=O)c2ccc(C)c(S(=O)(=O)N3CCOCC3)c2)cc1)C(C)C	.	44	.	4	-42	.	.	16	.
13	COC(=O)c1ccccc1NC(=O)c1ccco1	1	42	141[fluorescence artefact?]	-4	-44	-8	24	7	-2
14	Cn1c(=S)[nH]c2cccnc21	1.1	2	104	-2	-2	-3	10	-22	6
15	Cc1cc(=O)n2[nH]c(-c3ccc(F)cc3)nc2n1	1.1	5	105	4	-6	-8	-2[fluorescence artefact?]	6	10
16	CC(C)C1C(C#N)=C(N)Oc2n[nH]c(C(C)(C)C)c21 (stereo unspecified)	1.1	-4	100	-2	8	2	-11	-16	-2
17	Cc1ccc2nc(NCc3ccco3)c(C=NCc3ccco3)c(=O)n2c1	1.1	.	92	3	.	3	19	35	5
18	COCCn1c(C)cc(C(=O)CSc2nc(C)nc3sc4c(c23)CCC4)c1C	1.1	-3	370*[fluorescence artefact?]	.	5	-1	7	.	.
19	CSc1nc(NCc2ccco2)c2ccccc2n1	.	-2	98	-4	0	41[fluorescence artefact?]	4	-26	6
20	Cc1csc(N(C(=O)c2cccc(S(=O)(=O)N3CCCC3)c2)c2ccccc2)n1	1.1	15	102	0	-18	1[fluorescence artefact?]	-1	-5	4
21	Cn1c(=O)c2c(nc(Br)n2Cc2ccc3ccccc3c2)n(C)c1=O	1	5	107	-1	-5	7	-11	-9	4
22	CC12CCC(C(=O)NCc3ccc4c(c3)OCO4)(C(=O)C1=O)C2(C)C (stereo unspecified)	.	0	99[fluorescence artefact?]	-2	0	-3	11	-20	13
23	CC(C)CNS(=O)(=O)c1ccc(CCC(=O)NCc2ccco2)cc1	1.2	-3	109[fluorescence artefact?]	.	6	-1	5	.	-2
24	CCCC(=O)Nc1nnc(-c2ccco2)s1	1.4	-3	101	2	2	2	13[fluorescence artefact?]	10	1
25	O=C(NC1CCCc2ccccc21)C1CCN(c2c3c(nc4ncnn24)CCC3)CC1 (stereo unspecified)	1.1	73	.	10	-73	.	.	-2	.
26	CC(=O)N1C=CN(C(C)=O)C(c2cn(C)c3ccccc23)C1c1cn(C)c2ccccc12 (stereo unspecified)	1.2	.	99	4	.	13	-13	-11	3
27	O=C1CC(c2ccccc2)Cc2nc3nc(C(F)(F)F)nn3cc21 (stereo unspecified)	1.2	-13	107	-2	13	7	-8	1	8
28	CCCc1nnc(NC(=O)CN2C(=O)c3ccccc3S2(=O)=O)s1	1.2	0	.	4	-1	.	.	5	.
29	CCOc1ccc(C2c3c(oc4cc(C)c(C)cc4c3=O)C(=O)N2CCCN2CCOCC2)cc1 (stereo unspecified)	1.1	-11	117	4	15	5	-6	3	4
30	CC1(C)NC(=O)N(CCOc2ccc3c(c2)CCC3)C1=O	1	.	117	1	.	-3	-7[fluorescence artefact?]	-7	8
31	CCOCC(=O)Nc1nnc(C)s1	1.1	12	113	-1	-10	6	-10	17	5
32	Cc1ccc(NC(=O)COC(=O)c2ccc3c(c2)NC(=O)C2CCCN32)cc1C (stereo unspecified)	1.1	18	120	19	-19	7	4[fluorescence artefact?]	24	-1
33	COC(=O)C1CCN(Cc2ccc(C)cc2)CC1	1.2	-4	92	1	2	27[fluorescence artefact?]	-11	1	3
34	CCC(=O)Nc1cc(OC)c(NC(=O)c2ccccc2)cc1OC	1.1	-10	59[fluorescence artefact?]	1	10	-3	53*[fluorescence artefact?]	-25	10
35	C/C(=N/NS(=O)(=O)c1ccc(Cl)cc1)c1cccc(O)c1	.	12	.	-8	-10	.	.	-4	.
36	CCCOc1ccc(CSC2=NCCN2)cc1[N+](=O)[O-]	.	8	.	-3	-7	.	.	0	.
37	CCOC(=O)c1ccc(NC(=O)CN(Cc2ccc(Cl)cc2)S(C)(=O)=O)cc1	1.2	-10	106	1	7	7	2	-6	6
38	CC1CN(C(=O)c2c([N+](=O)[O-])cnn2C)CC(C)O1 (stereo unspecified)	.	-11	.	-1	12	.	.	-12	.
39	CCc1ccc(C=NC23CN4CN(CN(C4)C2)C3)s1	1.1	-23	97	.	20	1	1	.	5
40	CC(C)(C)N(NC(=O)Nc1ccc(Cl)cc1)C(=O)c1ccccc1	.	-7	.	0	10	.	.	3	.
41	COC(=O)c1cc(OC)c(OC)cc1NC(=O)CSc1ccccc1	.	-1	.	3	2	.	.	5	.
42	O=C(NC12CC3CC(CC(C3)C1)C2)N1CCN(C(=O)C2CCCO2)CC1 (stereo unspecified)	1.1	25	122	4	-22	18[fluorescence artefact?]	-5	-10	1
43	CSc1nsc(SCc2ccc(Cl)cc2)n1	1.1	-1	93	.	4	4	-1	.	-6
44	CCCCOC(=O)CSc1nnc(-c2ccc(Cl)cc2Cl)o1	1.1	-2	108[fluorescence artefact?]	7	4	3	1	-1	6
45	CCN(CC)c1ccc(NC(=O)c2[nH]c(C)c(C(C)=O)c2C)c(C)c1	1.2	10	90[fluorescence artefact?]	5	-7	-2	-24[fluorescence artefact?]	-46	-1
46	COc1ccc(OC)c(-n2c(C)nc3cc(C(=O)O)ccc32)c1	1.2	2	101	3	-1	1	-1	23	4
47	COCC(=O)Nc1nnc(COc2ccc(Cl)cc2)s1	1.3	0	70	.	3	-9	29	.	1
48	Cc1ccccc1CN(c1ccc(C(=O)Nc2cccnc2)cc1)S(C)(=O)=O	1.1	-1	102	0	0	-6	-3	-29	1
49	COc1ccc(-c2cc3nc4c(c(=O)n3[nH]2)CCC4)cc1	1.1	-1	40[fluorescence artefact?]	8	1	-1	43	-10	5
50	N/C(=N\OC(=O)c1ccccc1Cl)c1cccnc1	1.6	1	109	.	0	2[fluorescence artefact?]	-10	.	-3

14 entries from above, reformatted.
Values run as follows: MT1-MMP txn act, sEH inh, ERa SRC1 pot, CD11b adhes enh, sEH activator, Smad3 FoxH1 inh, ERb coact inh, CD11b adhes inh, Candida biofilm
#37 CCOC(=O)c1ccc(NC(=O)CN(Cc2ccc(Cl)cc2)S(C)(=O)=O)cc1
→ 1.2, -10, 106, 1, 7, 7, 2, -6, 6
#38 CC1CN(C(=O)c2c([N+](=O)[O-])cnn2C)CC(C)O1 (stereo unspecified)
→ ., -11, ., -1, 12, ., ., -12, .
#39 CCc1ccc(C=NC23CN4CN(CN(C4)C2)C3)s1
→ 1.1, -23, 97, ., 20, 1, 1, ., 5
#40 CC(C)(C)N(NC(=O)Nc1ccc(Cl)cc1)C(=O)c1ccccc1
→ ., -7, ., 0, 10, ., ., 3, .
#41 COC(=O)c1cc(OC)c(OC)cc1NC(=O)CSc1ccccc1
→ ., -1, ., 3, 2, ., ., 5, .
#42 O=C(NC12CC3CC(CC(C3)C1)C2)N1CCN(C(=O)C2CCCO2)CC1 (stereo unspecified)
→ 1.1, 25, 122, 4, -22, 18[fluorescence artefact?], -5, -10, 1
#43 CSc1nsc(SCc2ccc(Cl)cc2)n1
→ 1.1, -1, 93, ., 4, 4, -1, ., -6
#44 CCCCOC(=O)CSc1nnc(-c2ccc(Cl)cc2Cl)o1
→ 1.1, -2, 108[fluorescence artefact?], 7, 4, 3, 1, -1, 6
#45 CCN(CC)c1ccc(NC(=O)c2[nH]c(C)c(C(C)=O)c2C)c(C)c1
→ 1.2, 10, 90[fluorescence artefact?], 5, -7, -2, -24[fluorescence artefact?], -46, -1
#46 COc1ccc(OC)c(-n2c(C)nc3cc(C(=O)O)ccc32)c1
→ 1.2, 2, 101, 3, -1, 1, -1, 23, 4
#47 COCC(=O)Nc1nnc(COc2ccc(Cl)cc2)s1
→ 1.3, 0, 70, ., 3, -9, 29, ., 1
#48 Cc1ccccc1CN(c1ccc(C(=O)Nc2cccnc2)cc1)S(C)(=O)=O
→ 1.1, -1, 102, 0, 0, -6, -3, -29, 1
#49 COc1ccc(-c2cc3nc4c(c(=O)n3[nH]2)CCC4)cc1
→ 1.1, -1, 40[fluorescence artefact?], 8, 1, -1, 43, -10, 5
#50 N/C(=N\OC(=O)c1ccccc1Cl)c1cccnc1
→ 1.6, 1, 109, ., 0, 2[fluorescence artefact?], -10, ., -3

The results go on:
cpd	SMILES	MT1-MMP txn act	sEH inh	ERa SRC1 pot	CD11b adhes enh	sEH activator	Smad3 FoxH1 inh	ERb coact inh	CD11b adhes inh	Candida biofilm
51	Cc1cc(Nc2ccccc2)c2c([N+](=O)[O-])c(C)cc(C)c2n1	.	6	.	3	-2	.	.	-25	.
52	CCN(CC(=O)NCc1ccccn1)S(=O)(=O)c1ccc(Cl)cc1	1	.	94	-3	.	-1	-4	2	1
53	COC(=O)c1ccc(CSc2nc3c(cnn3-c3ccccc3)c(=O)[nH]2)o1	1	7	258*[fluorescence artefact?]	.	-4	12	-18[fluorescence artefact?]	.	7
54	COc1ccc(CCn2c(SCC(=O)Nc3cc(C)on3)nc3ccccc3c2=O)cc1OC	1	-2	164[fluorescence artefact?]	19	3	-3	6[fluorescence artefact?]	-1	1
55	CNC(=O)NCC12CC3CC(CC(C3)C1)C2	1.1	58	96	-1	-58	-7	-1[fluorescence artefact?]	0	-2
56	O=c1oc2c(Cl)cc(Cl)cc2cc1-c1nnc(Nc2ccccc2F)s1	.	-1	.	35	1	.	.	1	.
57	O=C(CSc1nc2c(c(=O)n1-c1ccc(F)cc1)SCC2)NCC1CCCO1 (stereo unspecified)	1.4	2	121	0	-1	-4	-2	-28	9
58	CCOc1ccccc1OCCCCN1CCCC1	1	3	99	4	-3	-12	-7	-6	-4
59	Cc1nc2ccc(S(=O)(=O)NCC(=O)N3CCN(c4ccccn4)CC3)cc2s1	1	1	120	0	-2	-5	1[fluorescence artefact?]	-7	3
60	CCC(CC)C(=O)NCCc1cc2cc(C)c(C)cc2[nH]c1=O	1.1	.	111	-3	.	0	-3	1	4
61	CCOc1ncccc1C(=O)OCC(=O)N1CC(=O)Nc2ccccc21	1	.	108	1	.	-1	11	3	8
62	COC(=O)C1CCN(C(=O)C(C)Oc2ccc(Cl)cc2Cl)CC1 (stereo unspecified)	1.1	-18	103	2	19	1[fluorescence artefact?]	6	-14	1
63	O=C(CCCSc1nc2ccccc2[nH]1)NCc1ccco1	1.1	7	.	-6	-7	.	.	-12	.
